Bioassay records deposited in PubChem BioAssay by Sanford-Burnham Center for Chemical Genomics.
UPR CHOP act: activators of apoptotic arm of unfolded protein response (CHOP) | CHO-CHOP luciferase reporter, UPR activation, luminescence; percent of tunicamycin response over DMSO baseline | AID 449763 | activation, % at 10 µM | hit rate 0.34% among 330,000;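 active = at 10 µM dose, activation of 40% or more, normalized to positive control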;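 also: 100% = tunicamycin at 10 µg/mL and 0% = DMSO alone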
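measured by = luciferase luminescence | assay system = CHO-CHOP cells, stable luciferase reporter of PERK-eIF2a-CHOP signalling | amount = 500 reporter cells seeded per well | timing = 6 h compound exposure at 37 °C after overnight seeding | controls = positive tunicamycin 10 µg/mL, negative DMSO alone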
tim23-1 inh: inhibits growth of tim23-1 mutant yeast; hit rate 1.3% among 330,000; S. cerevisiae tim23-1 growth, BacTiter-Glo luminescence, 24 h; inhibition, % at 20 µM;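 active = growth inhibition of the mutant yeast at or above 50%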;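 also: temperature-sensitive mutant grown at 25 °C; plate controls were DMSO-treated mutant yeast for no effect and medium wells lacking yeast for full effect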
XBP1 UPR activ: adaptive UPR (XBP1) activation; CHO-XBP1 luciferase reporter, IRE1-XBP1 UPR activation, luminescence; percent of tunicamycin response, DMSO as zero; activation, % at 20 µM; AID 463104; hit rate 0.33% among 330,000;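 active = versus positive control, 20 µM dose yields 30% or more activation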;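 also: 100% = tunicamycin at 10 µg/mL and 0% = DMSO only wells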
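Assay system: CHO-XBP1 luciferase reporter cells; Schedule: 6 h treatment, 37 °C; Detection: glow luminescence from Steady-Glo reagent; Benchmarks: high control tunicamycin 10 µg/mL final, low control DMSO vehicle only.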
Jurkat NFkB inh: lowers PMA/ionomycin-induced NF-kB signal in Jurkat cells. PMA/ionomycin-induced NF-kB luciferase reporter, luminescence. inhibition, % at 4 µM. hit rate 0.53% among 330,000. AID 435003; in the data active = inhibition above about 50%
697 NFkB inh: lowers PMA/ionomycin-induced NF-kB signal in 697 B cells; 697 B-cell NF-kB luciferase reporter, 16 h; inhibition, % at 4 µM; hit rate 0.33% among 330,000; in the data active = inhibition above about 35%
APJ ag: agonists of human APJ apelin receptor. CHO-K1 APJ PathHunter beta-arrestin, luminescence; 0% DMSO wells, 100% apelin. activation, % at 20 µM. hit rate 0.11% among 330,000. AID 2520;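 active = activation more than six SD over the plate average, tested at 20 µM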;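 also: 0% = DMSO alone and 100% = apelin-13 at 10 nM; some results filed as inactive read as strong as hits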
Target sequence (P35414 whole entry, looked up): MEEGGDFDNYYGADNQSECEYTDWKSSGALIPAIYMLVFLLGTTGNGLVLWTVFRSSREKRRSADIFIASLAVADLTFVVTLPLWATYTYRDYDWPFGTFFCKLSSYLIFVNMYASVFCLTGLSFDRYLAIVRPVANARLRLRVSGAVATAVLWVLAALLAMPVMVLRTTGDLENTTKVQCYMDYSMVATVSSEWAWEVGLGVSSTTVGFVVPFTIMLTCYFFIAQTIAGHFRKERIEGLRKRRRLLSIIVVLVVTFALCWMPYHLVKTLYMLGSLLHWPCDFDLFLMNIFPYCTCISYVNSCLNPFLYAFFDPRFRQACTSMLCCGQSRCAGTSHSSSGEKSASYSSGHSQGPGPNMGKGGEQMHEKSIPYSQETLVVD
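Assay system – PathHunter CHO-K1 APJ (AGTRL-1) beta-arrestin reporter cells · Compound – one dose, 20 µM compound, 1% DMSO · Timing – compound 90 min 25 °C, reagent 1 h · Measured by – luminescence from split beta-galactosidase complementation, Galacton Star/Emerald II substrate · Measure – beta-arrestin recruitment to APJ as agonist activity, luminescent signal · Benchmarks – DMSO vs Apelin-13 10 nM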
APJ antag: blocks the human apelin receptor APJ | AID 2521 | P35414 | hit rate 0.32% among 330,000 | inhibition, % at 20 µM | CHO-K1 APJ beta-arrestin complementation, luminescence;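 active = inhibition above about 40% at 20 µM, limit read from the data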;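 also: cells challenged with 10 nM apelin-13 agonist together with compound; plate controls were apelin-13 plus DMSO wells for no effect and DMSO wells lacking apelin-13 for full effect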
Mdm2 MdmX PPI: disrupts the human Mdm2-MdmX interaction; SaOS-2 split-luciferase Mdm2/MdmX complementation, luminescence; AID 485346; O15151+Q00987; hit rate 3% among 330,000; inhibition, % at 8 µM;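 active = inhibition of at least 50% at 8 µM in the primary screen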
* hit, by the source's call.

SMILES	UPR CHOP act	tim23-1 inh	XBP1 UPR activ	Jurkat NFkB inh	697 NFkB inh	APJ ag	APJ antag	Mdm2 MdmX PPI
CCOC(=O)[C@H]1[C@H]2COc3ccc(OC)cc3[C@@H]2N2C(=O)c3ccc(Cl)cc3NC(=O)[C@@]12C	1.3	8	3	5	28	4	-1	-8
CSc1ccccc1NC(=O)CN(C)C(=O)Cn1c(=O)oc2ccccc21	1.9	16	-1	8	-10	4	18	-3
O=C(N/C=N/O)C(c1ccccc1)c1ncc(C(F)(F)F)cc1Cl (configuration not stated)	-2.3	9	-3	-1	13	-2	11	20
Cc1ccc(/C=C/C(=O)N2CCN(S(=O)(=O)c3ccc(C)c(C)c3)CC2)o1	0.6	36	-1	6	6	0	0	2
O=C(COC(=O)c1ccc[n+]([O-])c1)Nc1ccc([N+](=O)[O-])cc1Cl	1.1	-12	0	-4	16	-1	-16	21
Cc1ccc(CNC(=O)C2CCCN(c3cnccn3)C2)cc1 (configuration not stated)	0.3	26	-1	-4	-12	13	-6	19
CCc1ccc(Nc2nnc(SCC(=O)NC(=O)c3cccn3C)s2)cc1	-2.3	2	-1	4	19	-2	-1	4
O=C(c1ccc(Cl)c(S(=O)(=O)N2CCCCCC2)c1)N1CCCCC1	0.3	22	-5	-10	-12	6	20	-3
O=C(Nc1ccc(F)cc1)/C(Cl)=C/c1ccccc1	3.0	16	-2	-64	-7	-2	0	-109
COc1ccc(S(=O)(=O)CCC(=O)N2CCN(c3cccc(Cl)c3)CC2)cc1	-2.1	26	-6	11	16	-7	-15	13
CNC(=S)NNC(=O)COc1ccc(C)c(C)c1	0.7	15	1	-8	-29	-1	2	2
COc1ccc(NC(=O)c2oc3ccccc3c2NC(=O)C2CC2)cc1OC	1.8	27	-6	-26	-37	4	11	13
CC1(C(=O)N/N=C/c2ccccc2)CC1(Br)Br (configuration not stated)	1.2	8	2	-5	9	1	16	13
CCOC(=O)c1csc(COc2ccc(OC)cc2)n1	-0.3	3	1	5	-19	-4	-4	-37
COc1ccc(C)cc1S(=O)(=O)N1CCN(Cc2ccccc2)CC1	-0.5	14	-3	-3	-7	-2	7	2
Oc1c(CN2CCCC(C(F)(F)F)C2)cc(Cl)c2ccccc12 (configuration not stated)	-1.1	34	-4	-8	-29	-1	-14	11
CCOC(=O)C1CN(S(=O)(=O)c2ccccc2)C1	6.9	-4	-2	3	6	-1	17	4
C/C(=N\NC(=O)c1cccc2ccccc12)c1cccs1	2.0	8	4	-33	-4	-4	21	2
CCOC(=O)c1c(NC(=O)C(=O)N/N=C/c2ccc(OCC)cc2)sc2c1CCCCC2	3.6	12	0	3	-4	3	-16	9
CCOCCCNCc1c(Cl)cccc1Cl	-0.5	12	0	-2	8	-2	6	8
CCOc1cc(/C=N/Nc2nc3ccccc3[nH]2)cc(Br)c1OCC(=O)N(C)C	-0.7	-4	8	-11	-10	3	0	34
CCOCCn1c(=O)c2c(nc3n2CCCN3CCc2ccccc2)n(C)c1=O	1.2	22	-6	-2	-26	-3	5	7
Cc1ccc(N(CC(=O)NCc2ccccc2)C(=O)CCC(=O)Nc2ccccn2)cc1	1.3	7	-4	-9	6	1	-2	15
Cn1nnc2cc(C(=O)Nc3ccccc3)ccc21	2.3	-5	1	-29	-21	-3	-6	10
CCCN1CCN(C(=O)C2CCN(c3ncnc4c3nc3n4CCCCC3)CC2)CC1	-0.4	-13	-3	0	-13	-3	2	15
Cc1cc2n(n1)C(c1cccs1)Nc1ccccc1-2 (configuration not stated)	1.8	23	-2	3	9	0	-8	17
COc1cc2[nH]cc(C(=O)NCCc3ccccc3)c(=O)c2cc1OC	0.7	1	2	0	29	3	-26	-13
O=C(Cc1ccccc1)Nc1nc(-c2cccc([N+](=O)[O-])c2)cs1	1.3	-2	3	7	4	-3	0	10
CC[N+](CC)(CC=C(C)C)CC(=O)OC	-1.4	-8	-1	-5	7	-3	3	4
COC(=O)CNC(=O)c1cccs1	-0.6	2	-2	-12	4	4	-20	0
CC1Oc2ccccc2OC1(O)c1ccccn1 (configuration not stated)	0.1	-3	-2	-8	8	-4	8	18
Cc1[nH]c2ccccc2c1C(=O)CSc1cccc[n+]1[O-]	2.2	-11	-4	6	20	-2	-11	-5
CCCc1cc(=O)oc2cc(OCC(=O)N3CCc4ccccc43)ccc12	-0.4	-3	-7	-1	13	1	-2	9
COc1ccccc1N=c1c2c([N+](=O)[O-])cc([N+](=O)[O-])cc2n(O)n1-c1ccccc1OC	8.6	-29	25	-15	6	15*	-22	35
O=C(COC(=O)c1cc([N+](=O)[O-])ccc1N1CCOCC1)Nc1ccc(Cl)cn1	-0.2	-5	-6	29	-3	3	12	76*
CCCCN(C(=O)c1ccc(S(=O)(=O)N(CC)CC)cc1)c1c(N)n(CCC)c(=O)[nH]c1=O	0.9	7	-3	7	3	2	7	-12
Cc1ccc2nc(NC(=O)c3ccc(Br)o3)sc2c1	3.5	16	-4	-103	-277	1	2	-183
CCCc1nc2c(o1)CC(CC(C)SCC)CC2=O (configuration not stated)	1.4	12	-3	-4	3	-1	8	-2
CC(=O)Nc1ccc(OCC(=O)NC(C)C(C)C)cc1 (configuration not stated)	-2.6	-4	-2	-14	-3	-2	1	-6
COc1ccccc1NC(=O)CCCn1c(=S)[nH]c2ccccc2c1=O	-1.2	0	1	-7	6	-1	-10	-21
CCNc1nc(N)nc(Oc2ccc(C(=O)OC)cc2)n1	3.3	-6	3	-35	-43	-3	1	-29
CC1CCN(c2ncnc3c2cnn3Cc2ccc(Cl)cc2)CC1	1.1	13	0	-2	3	5	-11	21
CCn1c(-c2cc(-c3ccc(C)c(C)c3)nc3ccccc23)n[nH]c1=S	1.4	41	1	4	-19	-2	18	2
O=C1NC(=S)N(C(=O)c2ccc(F)cc2)/C1=C/c1ccccc1	3.1	18	0	-7	-39	-1	14	6
N#Cc1c(NC(=O)c2cc(C3CC3)on2)sc2c1CCC2	2.2	8	6	-7	-45	1	14	34

Pulled by compound from the list above:
SMILES	UPR CHOP act	tim23-1 inh	XBP1 UPR activ	Jurkat NFkB inh	697 NFkB inh	APJ ag	APJ antag	Mdm2 MdmX PPI
COc1ccccc1NC(=O)CCCn1c(=S)[nH]c2ccccc2c1=O	-1.2	0	1	-7	6	-1	-10	-21
CC1CCN(c2ncnc3c2cnn3Cc2ccc(Cl)cc2)CC1	1.1	13	0	-2	3	5	-11	21
CCCc1cc(=O)oc2cc(OCC(=O)N3CCc4ccccc43)ccc12	-0.4	-3	-7	-1	13	1	-2	9
Cc1[nH]c2ccccc2c1C(=O)CSc1cccc[n+]1[O-]	2.2	-11	-4	6	20	-2	-11	-5
Cc1ccc2nc(NC(=O)c3ccc(Br)o3)sc2c1	3.5	16	-4	-103	-277	1	2	-183

New compounds follow:
SMILES	UPR CHOP act	tim23-1 inh	XBP1 UPR activ	Jurkat NFkB inh	697 NFkB inh	APJ ag	APJ antag	Mdm2 MdmX PPI
O=C(OCc1nc2ccccc2s1)c1ccc(Br)s1	0.2	9	0	3	-1	-5	32	-14
O=C(CSc1nnc(Cc2ccccc2)o1)NCc1ccc2c(c1)OCO2	-0.8	3	2	17	-3	0	-9	12
O=C(NCc1cccc(OC(F)(F)F)c1)c1ccc2c(c1)S(=O)(=O)c1cc(Cl)ccc1C2=O	2.3	-1	1	0	11	8	-22	-12
CN(C)c1ccc(/C=N/NC(=O)c2ccc3c(c2)OCO3)cc1	6.3	44	-1	10	-15	1	5	6
CN(C)C(CNC(=O)CSc1nc2ccccc2c(=O)n1Cc1ccco1)c1ccccc1 (configuration not stated)	2.0	14	0	-5	-2	4	-12	-26
COc1ccc(C(=O)Nc2cccc(S(=O)(=O)N3CCCC3)c2)cc1S(=O)(=O)N1CCOCC1	-0.4	10	-3	7	13	4	6	14
CC(=O)Nc1ccc(S(=O)(=O)NNC(=O)COc2ccc(C(C)(C)C)cc2)cc1	0.4	-1	-5	4	-3	0	-3	9
O=C(Nc1ccc2oc(=O)ccc2c1)c1ccc(-c2ccccc2[N+](=O)[O-])o1	5.8	-12	9	17	4	16	-10	62*
CC(=O)c1ccc(S(=O)(=O)N2CCC3(CC2)OCCO3)cc1	0.6	-11	-5	-4	-12	-2	14	-7
COC(=O)C/C=C/[C@@H](C)[C@@H](/C=N/OCC[C@@H]1C=C[C@H](OC(C)=O)[C@@H](COC(C)=O)O1)NS(=O)(=O)c1ccc(C)cc1	-1.2	6	0	-9	-10	-2	13	-15
COc1ccc(Cc2nc3ccc(S(N)(=O)=O)cc3[nH]2)cc1OC	-1.8	3	1	4	2	1	0	-20
Cc1nnc(NC(=O)c2ccc(S(=O)(=O)N3CCCCC3C)cc2)o1 (configuration not stated)	-2.2	2	0	-8	-24	-5	11	19
N#Cc1c(Cc2cccc3ccccc23)nn(CCO)c1N	-2.3	13	1	6	9	-1	10	5
Cc1ncsc1C(=O)Nc1cccc(C(F)(F)F)c1	1.6	20	1	-8	7	-4	-5	4
CCOC(=O)c1cnc(SCC(=O)Nc2nnc(CC)s2)nc1N	0.2	-13	0	-3	6	-7	-3	12
CCCn1nc2ccccc2c1P(=N)(N1CCOCC1)N1CCOCC1	0.7	3	-1	9	14	-4	8	-23
CCOc1ccc2[nH]c3c(NCCCOC)ncnc3c2c1	4.6	-11	-2	-28	-50	-2	6	-65
CC(=O)N1c2ccc(S(=O)(=O)NCCC(=O)Nc3ncccc3C)cc2CC1C (configuration not stated)	-1.1	11	-1	14	7	-7	2	31
CCc1cccc(CC)c1NC(=O)COC(=O)CCc1cc(OC)c(OC)c(OC)c1	-0.1	13	-2	-10	-29	-2	2	8
COCCOC(=O)c1c(C)oc2ccc(NS(=O)(=O)c3ccccc3)cc12	-0.7	25	1	7	15	-2	9	31
Cc1cc(C)c(NC(=S)N(CCN(C)C)C(C)c2cccnc2)c(C)c1 (configuration not stated)	-0.7	14	0	-20	10	-7	21	7
CC(C)(C)C(=O)CC1(O)C(=O)N(Cc2ccc(Cl)cc2)c2ccccc21 (configuration not stated)	-0.8	22	0	-4	7	-2	4	16
CC(C)Cc1nnc(NC(=O)c2cc(-c3ccccc3)nc3ccccc23)s1	-2.3	19	2	3	10	-3	8	-3
COc1ccc(C2NC(=O)CS2)cc1OC (configuration not stated)	0.3	12	-1	-11	-32	0	16	-15
COc1cccc(N/C(C)=C/C(=O)c2ccc(Br)cc2)c1	3.1	8	3	-53	-35	-4	6	-154
COc1cccc(-c2cc(C(=O)NCc3ccco3)no2)c1	3.9	36	2	-90	-63	-5	9	-100
C=CCOC(=O)C1=C(C)NC(C)=C(C(=O)OCC=C)C1c1ccc(O)cc1	-1.7	19	-1	-6	-3	-1	-7	13
CCOc1ccc(-n2c(SCc3ccc(C#N)cc3)nnc2-c2cccnc2)cc1	-1.1	28	-2	-18	-7	1	2	7
CCCOc1cccc(-c2cc(C(=O)NNC(=S)NCC)c3ccccc3n2)c1	-0.7	24	0	-12	-16	-7	12	-40
COC(=O)c1ccccc1NC(=O)C1CCCO1 (configuration not stated)	-0.3	15	1	28	-44	3	24	-20
Cc1cc(NC(=O)c2cccnc2)ccc1Br	3.3	0	2	-51	-41	-3	-14	-13
COc1ccccc1C1CCN(C(=O)c2cccc([N+](=O)[O-])c2)CC1	0.6	10	-2	2	-3	-2	-12	11

Hits appear at their usual frequency; any-hit rate near 5%.
